MrgX1 ag: agonists of human MrgX1 receptor, primary screen, HEK293 cells, Fluo-4 calcium flux. B-score at 10 µM. hit rate 0.44% among 310,000. Fluo-4 calcium fluorescence, agonist mode; stronger effect = higher value. Mas-related G-protein coupled receptor member X1 (Homo sapiens), Q96LB2;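 active = calcium response B-score plate-corrected fluorescence ratio at least 3 library SD, with starting fluorescence B-score inside 5 SD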
Target sequence (Q96LB2 whole entry, looked up): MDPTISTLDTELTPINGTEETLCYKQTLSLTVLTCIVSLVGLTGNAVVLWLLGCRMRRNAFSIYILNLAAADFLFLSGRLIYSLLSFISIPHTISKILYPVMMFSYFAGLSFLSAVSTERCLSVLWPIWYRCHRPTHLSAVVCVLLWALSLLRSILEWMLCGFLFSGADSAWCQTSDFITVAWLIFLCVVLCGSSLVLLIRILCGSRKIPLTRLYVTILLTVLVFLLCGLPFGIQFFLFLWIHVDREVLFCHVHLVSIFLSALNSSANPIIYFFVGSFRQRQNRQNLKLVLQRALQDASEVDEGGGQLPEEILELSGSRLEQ
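System: HEK293 cells stably expressing human MrgX1 receptor; Dosing: test compound in the initial addition of three; Schedule: overnight plating, then 30 min 37 °C plus 30 min room-temperature dye loading; Detection: kinetic calcium dye fluorescence, Fluo-4 NW; Controls: per-plate positive and negative controls for Z′ factor.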
Platelet DG rel: inhibitors of platelet dense granule secretion, primary screen, cell-based, MLPCN, human platelets; human platelet-rich plasma, SFLLRN dense granule ATP release, luminescence; inhibition, %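 (compounds screened at 7.5 µM in platelet-rich plasma)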; hit rate 0.22% among 300,000;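 active = mean replicate score, as percent of positive control, at or above 50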
RGS4 block: RGS4 inhibitors, primary screen, cell-based, HEK293 M3R inducible RGS4, calcium flux | Regulator of G-protein signaling 4 (Homo sapiens), P49798 | B-score at 10 µM | Fluo-4 calcium flux; stronger effect = higher value; triggered by carbachol at its EC20 | hit rate 0.45% among 310,000 | AID 463165, 2010;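 active = B-score, a plate-corrected calcium signal, over three deviations above library mean, with baseline fluorescence within five deviations of library mean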;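 note: RGS4 expression induced by doxycycline in cells with stable M3 receptor; B-score is computed from the integrated fluorescence ratio over baseline after carbachol; higher B-score means a larger calcium signal and so more RGS4 inhibition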
Target sequence (P49798 whole entry, looked up): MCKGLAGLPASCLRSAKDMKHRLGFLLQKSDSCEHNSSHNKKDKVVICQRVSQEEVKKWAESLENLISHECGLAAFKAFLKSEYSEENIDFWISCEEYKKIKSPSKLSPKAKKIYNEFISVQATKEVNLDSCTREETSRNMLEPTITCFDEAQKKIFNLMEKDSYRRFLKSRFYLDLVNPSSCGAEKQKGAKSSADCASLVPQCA
TRPC6 activator: mouse TRPC6 channel activators, primary screen, cell-based, HEK293, membrane potential dye | AID 2550, 2010 | Short transient receptor potential channel 6 (Mus musculus), Q61143 | HEK293-TRPC6 membrane potential dye fluorescence; stronger effect = higher value | B-score at 10 µM | hit rate 0.13% among 310,000;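 active = B-score of the integrated fluorescence ratio above library mean plus 3 SD, and starting fluorescence ratio within library mean plus 5 SD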;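 note: higher score means more depolarization so channel activation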
SKKanGAS inh: S. pyogenes SKKanGAS growth inhibitors in kanamycin, primary screen, streptokinase expression inhibitor project, SKKanGAS strain, BacTiter-Glo luminescence. 6 h. hit rate 1.3% among 300,000. inhibition, % at 7.5 µM;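 active = mean replicate score, as percent of positive control median, at least 50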;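 note: strain carries kanamycin resistance gene driven by streptokinase promoter and grows in 40 µg/ml kanamycin; loss of luminescence reflects streptokinase promoter inhibition or plain growth inhibition; 0% = median of DMSO wells and 100% = positive control at its reference dose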
TRPC4 block: inhibitors of mouse TRPC4 channel, primary screen, Fluo4 calcium, HEK293 TRPC4beta/mu-opioid cells; B-score at 10 µM; Short transient receptor potential channel 4 (Mus musculus), Q9QUQ5; AID 2247, 2010; DAMGO-evoked Fluo4 calcium flux; stronger effect = lower value; hit rate 0.39% among 300,000;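 active = B-score over 3 SD under the library average, no early fluorescence shift, positive overall ratio signal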
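test system = HEK293 cells with stable TRPC4beta plus mu-opioid receptor expression | detection = Fluo4 Ca2+ flux fluorescence | read-out = integrated fluorescence ratio relative to baseline, converted to per-well B score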
TRPC6 inh: mouse TRPC6 channel inhibitors, primary screen, cell-based, HEK293, membrane potential dye; ACh-evoked depolarization; stronger effect = lower value; Short transient receptor potential channel 6 (Mus musculus), Q61143; AID 2553, 2010; hit rate 1.1% among 310,000; B-score at 10 µM;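 active = B-score under library mean minus 3 SD, initial fluorescence not abnormally high, positive integrated signal ratio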;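 note: B-score derived from integrated fluorescence ratio over the kinetic read; more negative B-score means stronger inhibition of depolarization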
MrgX1 allo act: positive allosteric modulators of MrgX1, primary screen, HEK293 cells, Fluo-4 calcium flux; B-score at 10 µM; Mas-related G-protein coupled receptor member X1 (Homo sapiens), Q96LB2; hit rate 0.63% among 310,000; AID 588675, 2011; FDSS; stronger effect = higher value;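 active = plate-corrected calcium response at least 3 library SD above typical, normal starting fluorescence, not activating the receptor alone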;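 note: compound read alongside a low EC10 to EC30 dose of BAM8-22 agonist; peak minus trough fluorescence over baseline measured at the second addition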
MrgX1 antagonist: antagonists of human MrgX1 receptor, primary screen, HEK293 cells, Fluo-4 calcium flux; Mas-related G-protein coupled receptor member X1 (Homo sapiens), Q96LB2; BAM8-22 antagonism; stronger effect = lower value; B-score at 10 µM; hit rate 1.3% among 310,000; AID 588676, 2011;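 active = calcium-response B-score plate-corrected more than 3 library SD below zero, starting fluorescence within 5 deviations, no agonist response on first addition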;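 note: peak minus trough fluorescence over baseline after final BAM8-22 challenge near maximal dose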
RGS4 pot: RGS4 potentiators or activators, primary screen, cell-based, HEK293 M3R inducible RGS4, calcium flux; carbachol calcium flux Fluo4; stronger effect = lower value; B-score at 10 µM; hit rate 0.92% among 310,000; AID 463111, 2010;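 active = B-score of the integrated calcium signal more than 4 SD below the library mean, with starting fluorescence not abnormally high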;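 note: negative B-score means reduced calcium response which marks RGS4 activation or potentiation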
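Material: Inducible-RGS4 HEK293 cells carrying M3 receptor; also added: carbachol at ECmax as muscarinic agonist stimulus; incubation: compound preincubation 20 min at room temperature before agonist; signal: Fluo4-AM (2 µM) calcium-flux fluorescence, kinetic read; measure: integrated calcium ratio converted to B score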
HIF act: HIF pathway transcriptional activators, primary screen, cell-based, U2OS HRE-luciferase, luminescence | U2OS HRE-luciferase reporter; normalized: DMSO 0%, desferrioxamine 100% | activation, % at 7.5 µM (by protocol) | hit rate 0.32% among 300,000;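 active = mean activation of at least 10% of the iron chelator positive control signal, with at least half of replicates also reaching 10%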
Starred values were filed as active, the others as inactive; i = inactive; . = no result given.

SMILES	MrgX1 ag	Platelet DG rel	RGS4 block	TRPC6 activator	SKKanGAS inh	TRPC4 block	TRPC6 inh	MrgX1 allo act	MrgX1 antagonist	RGS4 pot	HIF act
O=C(N/C(=C\c1ccccc1)C(=O)N1CCOCC1)c1ccccc1Cl	i	-14	i	i	0	i	i	i	i	i	-0.4
COc1ccc(CN2CCC(Cc3ccccc3)CC2)cc1OC	i	-3	i	i	6	i	i	i	i	i	-0.2
CC(C)[C@@H](C(=O)NCC1CCCO1)N1C(=O)N2CCc3c([nH]c4ccccc34)[C@@]2(C)C1=O (some centres undefined)	i	15	i	i	-2	i	i	i	i	i	0.2
COc1ccc(Cl)cc1C(=O)NNC(=O)CSc1nnnn1C	i	-1	i	i	4	i	i	i	i	i	-0.9
CCOc1ccccc1NC(=O)C1CCN(S(=O)(=O)c2ccc(OC)c(OC)c2)CC1	i	2	i	i	-7	i	i	i	i	i	-0.2
COc1ccc(C(C)=O)cc1COC(=O)c1cccnc1Cl	i	2	i	i	-2	i	i	i	i	i	0.9
CCCCc1n[nH]c(=S)n1Cc1ccccc1	i	7	i	i	10	i	i	i	i	i	0.5
COc1ccc(N2CCN(CC(=O)N3c4ccccc4CC3C)CC2)cc1 (centres undefined)	i	-9	i	i	-3	i	i	i	i	i	-0.1
O=C(CN1CCCc2ccccc21)NC(=O)NC1CCCCC1	i	24	i	i	1	i	i	i	i	i	2.0
Cc1cccc(NC(=O)c2sc3ncn(CC(=O)N4CCN(c5ccccn5)CC4)c(=O)c3c2C)c1	i	1	i	i	15	i	i	i	i	i	-0.1
Nc1nc(SCC(=O)N2CCc3ccccc32)[nH]c(=O)c1-c1ccccc1	i	2	i	i	5	i	i	i	i	i	-0.2
Cc1ccccc1-c1nnc(NC(=O)CSc2nc3ccccc3s2)s1	i	-63	i	i	2	i	i	i	i	i	-0.1
Cn1ccnc1SCC(=O)Nc1ccc2ccccc2c1	i	-9	i	i	-13	i	i	i	i	i	-0.4
Nc1ccc2c3c(cccc13)C(=O)N(c1ccccc1)C2=O	.	1	i	i	3	i	i	.	.	i	-0.7
CCc1ccc(NC(=S)N(Cc2cccc(Br)c2)CC2CCC(C(=O)O)CC2)cc1 (centres undefined)	i	-3	i	i	19	.	i	i	i	i	0.2
CCCCn1c(SCC(=O)N2CCc3ccccc32)nnc1-c1ccncc1	i	-11	i	i	-12	i	i	i	i	i	0.0
Cc1cc(C(=O)CSc2n[nH]c(-c3ccccc3F)n2)c(C)n1Cc1cccs1	i	8	i	i	15	i	i	i	i	i	0.5
CCNC(=O)n1nccc1C(C)Oc1ccccc1 (centres undefined)	i	-1	i	i	2	i	i	i	i	i	-0.4
COC(=O)CCc1c(C)nn(-c2ccccc2)c1C	i	.	i	i	-1	i	i	i	i	i	-2.2
COc1cc(C(=O)NCCc2c[nH]c3ccccc23)ccc1OCc1c(C)noc1C	i	2	i	i	-1	i	i	i	i	i	-0.4
Cc1cccc(OCCCC(=O)Nc2nccs2)c1C	i	-2	i	i	14	i	i	i	i	i	.
Cc1c(C(=O)O)cccc1N1C(=O)Nc2ccccc2N1O	i	-2	i	i	-8	i	i	i	i	i	-0.1
O=C(CSc1nc2ccccc2o1)N1c2ccccc2Sc2ccccc21	i	10	i	i	14	i	i	i	i	i	0.1
CCOC(=O)c1nc(S(C)(=O)=O)ncc1Cl	43*	-2	i	i	9	i	i	i	i	i	0.0
Cc1ccc(C)c(OCC(=O)NC2CCCCCC2)c1	i	-8	i	i	3	i	i	i	i	i	1.1
O=C(NCCc1ccccc1)/C(=C/c1ccco1)c1ccccc1	i	1	i	i	41	i	i	i	i	i	-0.2
O=C(O)c1cc(NCc2ccccc2C(F)(F)F)ccc1N1CCOCC1	i	-11	i	i	-9	i	i	i	i	i	-0.2
C=CSc1sc(Cl)c(N(CC)CC)c1[N+](=O)[O-]	i	11	i	i	15	i	i	i	i	i	-0.1
O=C(c1cc(-c2ccc(Br)cc2)nc2ccccc12)N1CCC1	i	-3	i	i	-2	i	i	i	i	i	-2.4
Cc1ccc(CNC(=O)C(CC(C)C)OC(=O)c2ccco2)cc1 (centres undefined)	i	-12	i	i	0	i	i	i	i	i	0.0
CSCC[C@H](NC(=O)C1CCN(S(=O)(=O)c2ccc(C)cc2)CC1)C(=O)NC1CCS(=O)(=O)C1 (some centres undefined)	i	-33	i	i	-3	i	i	i	i	i	-0.5
CCOC(=O)Cn1nc(/C=C/c2ccc(OC)cc2)ccc1=O	i	-14	i	i	3	i	i	i	i	i	0.1
Fc1ccc(OCc2nnc(-c3ccccc3Br)o2)c(Cl)c1	i	8	i	i	3	i	i	i	i	i	3.9
CSc1ccc(Cl)c(C(=O)Nc2nccs2)c1	i	0	i	i	-3	i	i	i	i	i	0.2
O=C(Nc1ccc2c(c1)OCCO2)c1ccc(S(=O)(=O)N2CCCCC2)cc1	i	3	i	i	3	i	i	i	i	i	1.1
CC(C(=O)N1CCN(Cc2ccc3c(c2)OCO3)CC1)n1cc([N+](=O)[O-])cn1 (centres undefined)	i	0	i	i	27	i	i	i	i	i	0.1
Nc1nc(-c2ccc(Oc3ccccc3)cc2)cs1	i	5	i	i	-2	i	i	i	i	i	1.5
CCN(CC)c1nc(N)nc(N(c2ccccc2)c2ccccc2)n1	i	23	i	i	3	i	i	i	i	i	0.1
Cc1ccc(S(=O)(=O)NCC(=O)N(CC(=O)NCc2ccco2)Cc2ccccc2)cc1	36*	1	i	i	-4	i	i	i	i	i	-0.6
Cc1ccc(OCCNC(=O)CNC(=O)c2ccc3c(c2)OCO3)cc1	i	-10	i	i	-17	i	i	i	i	i	-0.3
Cc1ccc(-c2nc(CS(=O)CC(=O)N3CCN(c4ccccc4)CC3)c(C)o2)cc1 (centres undefined)	i	-1	i	i	3	i	i	i	i	i	0.0
Clc1ccc(SCCCCN2CCOCC2)cc1	i	-8	i	i	1	i	i	i	i	i	0.3
COc1ccccc1CCc1nnc(N)s1	i	-3	i	i	3	i	i	i	i	i	-16
CC1CCCN(CCCNC(=O)c2nn(C)c3c2CSc2ccccc2-3)C1 (centres undefined)	i	-10	i	i	9	i	i	i	i	i	-0.4
O=C(CSc1nnc2ccc(-c3cccnc3)nn12)Nc1ccc(F)cc1F	i	-1	i	i	.	i	i	i	i	i	-0.5
Cc1ccc(N2CC(C(=O)NC3=NCCS3)CC2=O)cc1C (centres undefined)	i	-21	i	i	3	i	i	i	i	i	-0.5
COc1ccc(C(C)=O)cc1COc1ccc(F)cc1	i	0	i	i	-8	i	i	i	i	i	-1.5
CCOc1ccccc1CN1C(=O)c2ccccc2C1C(=O)NCC1CCCO1 (centres undefined)	i	17	i	i	-2	i	i	i	i	i	0.1

2 of the compounds above, in CSV form.
structure,MrgX1 ag,Platelet DG rel,RGS4 block,TRPC6 activator,SKKanGAS inh,TRPC4 block,TRPC6 inh,MrgX1 allo act,MrgX1 antagonist,RGS4 pot,HIF act
CCN(CC)c1nc(N)nc(N(c2ccccc2)c2ccccc2)n1,i,23,i,i,3,i,i,i,i,i,0.1
O=C(CSc1nnc2ccc(-c3cccnc3)nn12)Nc1ccc(F)cc1F,i,-1,i,i,.,i,i,i,i,i,-0.5

(list continues)
SMILES	MrgX1 ag	Platelet DG rel	RGS4 block	TRPC6 activator	SKKanGAS inh	TRPC4 block	TRPC6 inh	MrgX1 allo act	MrgX1 antagonist	RGS4 pot	HIF act
CCN(CC)S(=O)(=O)c1ccc(C(=O)NCCN(C)C)cc1	i	0	i	i	2	i	i	i	i	i	-0.1
CS(=O)(=O)N(CC(=O)Nc1ccccc1C(=O)N1CCCC1)c1ccccc1Br	i	2	i	i	5	i	i	i	i	i	-0.1
COc1ccc(CC(=O)OC(C)C(=O)NCc2ccc3c(c2)OCO3)cc1OC (centres undefined)	i	4	i	i	0	i	i	i	i	i	-12
CCCCCCOc1ccc(OCC(O)CN2C(=O)NC(C)(C)C2=O)cc1 (centres undefined)	i	7	i	i	-7	i	i	i	i	i	.
Cc1occc1-c1nnc(SCC(=O)NCc2cccs2)n1-c1ccc(F)cc1	i	.	i	i	-7	i	i	i	i	i	-0.1
Cc1noc(C)c1COc1cccc(C(=O)NCc2ccccc2Cl)c1	i	-2	i	i	3	i	i	i	i	i	-0.9
O=C(O)c1ccccc1N=Nc1c(O)[nH]c2ccc([N+](=O)[O-])cc12	i	1	i	i	6	i	i	i	i	i	2.6
O=S(=O)(NCc1ccccc1)c1ccc(F)cc1Br	i	-3	i	i	-4	i	i	i	i	i	-1.6
COc1ccc(/C=C/C(=O)NC(=S)N2CCCCC2)cc1OC	i	9	i	i	-2	i	i	i	i	i	-0.5
O=C(N/N=C/c1ccncc1)c1ccc(-n2cccc2)cc1	i	-10	i	i	-9	i	i	i	i	i	0.1
O=C(CCCOc1ccccc1)N1CCN(c2ccccc2)CC1	i	-4	i	i	-2	i	i	i	i	i	2.5
O=C(OC(C(=O)NC1CCCCC1)c1ccccc1)c1ccco1 (centres undefined)	i	-1	i	i	5	i	i	i	i	i	-0.2
CN1CCC(=NNC(=O)COc2ccc(Cl)cc2)CC1	i	2	i	i	9	i	i	i	i	i	0.0
Cc1occc1-c1nnc(SCC(=O)Nc2ccc3c(c2)OCO3)n1CC1CCCO1 (centres undefined)	i	.	i	i	0	i	i	i	i	i	0.9
CC1CCC/C(=C\c2ccc(O)cc2)C1=O (centres undefined)	i	9	i	i	-3	i	i	i	i	i	2.0
COc1ccc(NC(=S)N/N=C2/CCCc3c(C)cc(C)cc32)cc1	i	-6	i	i	2	i	i	i	i	i	-1.4
O=C(c1ccco1)N1CCN(C(c2cccs2)c2nnnn2C2CCCC2)CC1 (centres undefined)	i	-1	i	i	1	i	i	i	i	i	-0.6
CCN=C1SC(CC(N)=O)C(=O)N1CC (centres undefined)	i	0	i	i	1	i	i	i	i	i	0.1

Screening data from PubChem.
